# Assay outcomes from PubChem BioAssay.
# SUMO Mot1 rescue: yeast Mot1-301 growth rescue at high temperature, primary screen, SUMOylation pathway inhibitor project, S. cerevisiae, ATP luminescence, 38.5C | S. cerevisiae Mot1-301 growth rescue; percent above DMSO median, 100 means doubled | growth rescue, % at 18.8 µM | actives 1% (n = 320,000) | AID 2716, 2010;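 active = every valid replicate shows activation above 250% relative to neutral control wells; inactive = the rest, any valid replicate at or below 250%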;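 note: OY570 slx delta 5 strain wells were the positive control but not used for scaling; some compounds called inactive have numbers as strong as hits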
# CDK5 inh: inhibitors of human CDK5/p35 kinase, primary screen, biochemical, single concentration; actives 0.01% (n = 330,000); Cyclin-dependent kinase 5 (Homo sapiens) + Cyclin-dependent kinase 5 activator 1 (Homo …; inhibition, % at 10 µM; Recombinant CDK5/p35, ADP-Glo luminescence, 60 min;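 active = highest replicate inhibition of at least 50% and at least 75% of replicates reaching 50%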;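 note: plate controls were DMSO neutral control for no effect and GW8510 at 10 µM for full effect; many of its hits are not listed in these tables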
# SR-BI DiI-HDL act: activators of SR-BI mediated DiI-HDL uptake, primary screen, ldlA[mSR-BI] CHO cells, DiI fluorescence; 3 h; 100 = double the neutral-control signal; activation, % at 12.5 µM; actives 0.096% (n = 320,000); AID 504775, 2011;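 active = mean replicate activation of at least 60% and every replicate at or above 60%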;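 note: 0% = median plate neutral-control signal and 100% = twice that signal; values of inactives mirror those of a sister screen read the other way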
#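 Assay system: LDL receptor-deficient CHO ldlA cells overexpressing murine SR-BI / Medium: BSA-supplemented, HEPES-buffered Ham's F12, pH 7.4 / Probe or stimulus: DiI-labelled HDL at 10 µg/mL final / Timing: compound with DiI-HDL co-incubation, 3 h at 37 °C / Technique: bottom-read cell fluorescence after medium removal, ex 550/em 595 nm / Measure: HDL uptake via cellular fluorescence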
# NSD2 inh: NSD2 histone methyltransferase inhibitors, primary screen, biochemical, AlphaScreen, single concentration, set 2; Histone-lysine N-methyltransferase NSD2 (Homo sapiens), O96028; NSD2 peptide methylation, 120 min; inhibition, % at 12.5 µM; actives 0.54% (n = 310,000); AID 743445, 2014; in the data active = inhibition above about 50%
# MITF act: activators of MITF-driven TRPM1 promoter reporter, primary screen, cell-based, SK-MEL-5, luciferase, single point; SK-MEL-5 TRPM1-promoter luciferase, 24 h; % of positive control, neutral wells = 0; actives 0.75% (n = 300,000); activation, % at 12.5 µM;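 active = mean activation of at least 80% with every replicate also reaching 80%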;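 note: 0% = neutral control wells and 100% = parthenolide positive control wells; values of inactives mirror those of a sister screen read the other way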
# PKA-R2B activ: activators of PKA-R2B holoenzyme, primary screen, biochemical, fluorescence polarization, Cy5-IP20, human; cAMP-dependent protein kinase catalytic subunit beta (Homo sapiens) + cAMP-dependent …; PKA-R2B holoenzyme dissociation; R2B truncated from residue 108, S112A mutant; 0% DMSO only, 100% 113 µM cGMP; activation, % at 11.4 µM; actives 0.079% (n = 340,000);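 active = activation above a cutoff set at the mean over all compounds plus 3 SD, cut at about 18% in these data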;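 note: higher means more holoenzyme dissociation and a rise in polarization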
# SR-BI DiI inh: inhibitors of SR-BI mediated HDL lipid uptake, primary screen, ldlA[mSR-BI] cells, fluorescence, single point. Scavenger receptor class B member 1 (Mus musculus), Q61009. ldlA[mSR-BI] CHO cells, DiI-HDL uptake fluorescence, 3 h. inhibition, % at 12.5 µM. actives 0.96% (n = 320,000);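 active = mean replicate inhibition of at least 70% and a set share of replicates each scoring 70 or more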;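 note: 0% = median of neutral control wells and 100% = median of positive control wells; values of inactives mirror those of a sister screen read the other way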
# Arrestin-AP2 inh: inhibitors of beta-arrestin/AP2 binding, primary screen, biochemical, GPCR trafficking, flow cytometry | FITC-arrestin peptide / GST-AP2 beads; AP2 beta2 appendage carries R879A mutation | inhibition, % at 10 µM | actives 0.31% (n = 340,000) | AID 504490, 2011;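 active = inhibition above a set limit, near 3 SD of compounds lacking own fluorescence, cut at about 54% in these data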;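 note: plate controls were DMSO wells for no effect and 5 µM unlabelled arrestin peptide for full effect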
#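 Measured by: flow cytometry, FL1 (488/535 nm); Material: AP2 appendage R879A on GSH beads; Evaluation: percent response; Timing: pre-incubation 12 min, peptide binding 1 h, room temperature; Also added: 50 nM FITC-arrestin peptide; Medium: PBS with 0.05% Tween 20 and 0.1% BSA.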
# dFosB activator: activators of delta FosB homodimer, primary screen, biochemical, fluorescence polarization, TAMRA-CDK5 oligo, single point; purified delta FosB; percent of positive-control signal above neutral wells; activation, % at 25 µM; actives 0.99% (n = 340,000); Protein FosB (Mus musculus), P13346;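 active = mean activation above about 17%, with every replicate also reaching it, limit read from the data, passing the limit was not always enough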;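 note: fluorescence polarization rise as delta FosB binds a TAMRA Cdk5 AP-1 oligo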
# PKA-R1A activ: activators of PKA-R1A holoenzyme, primary screen, biochemical, fluorescence polarization, Cy5-IP20, bovine R1A, mouse PKAc. AID 504707, 2011. PKA-R1A dissociation; scaled: DMSO 0%, 113 µM cGMP 100%. cAMP-dependent protein kinase type I-alpha regulatory subunit (Bos taurus) + …. actives 0.083% (n = 340,000). activation, % at 11.4 µM;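 active = percent activation above the mean of all tested compounds plus 3 SD, cut at about 19% in these data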;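 note: higher means more PKAc released from R1A so a rise in polarization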
# DSG3 Ab inh: inhibitors of pemphigus antibody binding to DSG3, primary screen, biochemical, bead-based, flow cytometry, scFv-GFP; DSG3-coupled beads, scFv-anti-DSG3-GFP binding; stronger effect = lower value; binding (percent of control), % at 10 µM; actives 0.48% (n = 310,000); AID 588358, 2011;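 active = binding more than 3 SD below its plate's average and above zero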;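 note: hits lower antibody fragment binding to DSG3; some compounds called inactive have numbers as strong as hits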
# Target sequence (P32926 whole entry, looked up, the tested form may be a part): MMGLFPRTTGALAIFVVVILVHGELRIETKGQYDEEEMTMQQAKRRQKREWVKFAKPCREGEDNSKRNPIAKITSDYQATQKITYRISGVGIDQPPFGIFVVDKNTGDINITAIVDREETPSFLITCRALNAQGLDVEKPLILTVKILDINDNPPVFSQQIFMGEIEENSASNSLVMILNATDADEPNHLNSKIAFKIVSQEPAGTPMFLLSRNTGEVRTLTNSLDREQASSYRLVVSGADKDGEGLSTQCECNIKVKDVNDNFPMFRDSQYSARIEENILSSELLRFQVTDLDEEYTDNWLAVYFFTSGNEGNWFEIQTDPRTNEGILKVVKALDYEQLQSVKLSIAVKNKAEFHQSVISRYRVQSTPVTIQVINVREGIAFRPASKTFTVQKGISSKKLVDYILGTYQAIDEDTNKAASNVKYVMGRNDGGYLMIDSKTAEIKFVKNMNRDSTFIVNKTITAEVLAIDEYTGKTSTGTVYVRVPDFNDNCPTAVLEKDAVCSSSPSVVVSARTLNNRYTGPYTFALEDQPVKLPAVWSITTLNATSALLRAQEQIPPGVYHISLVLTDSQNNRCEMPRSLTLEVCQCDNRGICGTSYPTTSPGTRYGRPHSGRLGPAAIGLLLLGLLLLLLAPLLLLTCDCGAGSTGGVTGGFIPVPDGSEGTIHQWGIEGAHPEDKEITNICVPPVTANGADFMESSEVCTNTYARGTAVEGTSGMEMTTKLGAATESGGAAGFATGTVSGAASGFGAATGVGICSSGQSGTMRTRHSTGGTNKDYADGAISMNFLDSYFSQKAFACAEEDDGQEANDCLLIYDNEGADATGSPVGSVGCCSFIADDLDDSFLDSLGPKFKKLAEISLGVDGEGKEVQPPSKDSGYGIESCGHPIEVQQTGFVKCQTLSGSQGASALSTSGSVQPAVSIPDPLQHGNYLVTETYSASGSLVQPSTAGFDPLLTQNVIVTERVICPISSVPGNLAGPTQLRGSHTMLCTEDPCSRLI
# Starred values were filed as active, the others as inactive; / = no result given. Random draw from the library (roughly 4.7% active in at least one column).
mol,SUMO Mot1 rescue,CDK5 inh,SR-BI DiI-HDL act,NSD2 inh,MITF act,PKA-R2B activ,SR-BI DiI inh,Arrestin-AP2 inh,dFosB activator,PKA-R1A activ,DSG3 Ab inh
COC(=O)C(CCCCN1C(=O)C2C3C=CC(C3)C2C1=O)N1C(=O)C2C3C=CC(C3)C2C1=O (centres undefined),3,1.5,35,0,0,-1,-35,7,-1,6,101
CCCN(CCC)C(=O)Cn1c(=O)c2ccccc2n2c(=S)sc(-c3ccccc3C)c12,57,-1.8,-18,-1,-3,-3,18,7,2,1,/
CCOC(=O)c1ccccc1N/C=C/C(=O)c1ccccc1,-2,0.4,-5,0,-7,-4,5,14,-5,13,36*
CC(C)OC(=O)C1=C2SCC(=O)N2C(N)=C(C#N)C1,7,-0.4,6,-3,-17,3,-6,28,0,-8,92
O=C(NCCCn1ccnc1)C(Cc1ccccc1)N1C(=O)c2ccccc2C1=O (centres undefined),-10,1.6,34,0,/,-4,-34,12,-2,-9,126
COc1ccc2oc(=O)c(C(=O)N3CCCc4ccccc43)cc2c1,10,-0.3,-38,-6,12,-13,38,2,-4,-2,89
CCOC(=O)c1[nH]c2ccccc2c1NC(=O)Nc1ccc(OC)cc1,-8,0.3,-41,0,-12,10,41,13,-3,1,/
Cc1cc(C(=O)CSc2nnc(-c3ccncc3)n2-c2ccccc2)c(C)n1C,2,0.1,-16,3,/,-1,16,-7,-4,1,/
O=C(CSc1nnc(-c2ccc(OC(F)F)cc2)o1)N1CCOCC1,4,-3.6,-27,1,43,2,27,6,-10,13,82
C/C(=N\N1CCN(c2ccccc2)CC1)c1cccs1,7,-0.6,/,-3,33,2,/,-4,-9,-3,98
COc1ccc(NC(=O)CSc2nnc(C)c3ccccc23)cc1,-20,0.0,21,-3,-9,-7,-21,2,-9,5,160
CCOc1ccc(NC(=O)C(C)Oc2ccccc2C(=O)Nc2ccc(C)c(Cl)c2)cc1 (centres undefined),24,-1.0,-6,1,-6,-3,6,11,-1,-10,98
CCCCNC(=O)COc1ccccc1[N+](=O)[O-],-1,1.1,15,-1,35,4,-15,7,-3,-10,83
CC(=O)c1cccc(NC(=S)NC(=O)c2ccccc2Br)c1,-1,-1.6,-4,-1,12,-3,4,15,1,-6,126
COC(=O)C(C)(C)ONC(=O)Nc1ccccc1Br,13,4.1,4,32,4,-22,-4,1,-5,-21,127
CN(C(=O)c1ccc(-c2nn(C)c(=O)c3ccccc23)cc1)c1ccccc1,-4,1.1,-12,0,/,-7,12,19,-11,-5,/
O=C(NC(Cc1c[nH]c2ccccc12)c1nnc2n1CCCCC2)c1ccc(Cl)cc1 (centres undefined),398,-1.5,20,29,1,0,-20,5,-12,5,99
N#Cc1nc(Cc2cccc3ccccc23)oc1N1CCOCC1,-4,-0.2,32,4,-16,-5,-32,29,0,-7,103
CN1c2ccc(Cl)cc2C(=O)NC1c1ccc([N+](=O)[O-])s1 (centres undefined),-16,0.7,-7,5,-4,4,7,-7,-2,-13,/
O=C(COC(=O)c1cccc(Cl)c1)NC1CCCCCCC1,0,0.3,/,-5,2,-10,-22,-4,-2,-14,36
CC(=O)N1CCc2c(sc(NC(=O)CCS(=O)(=O)c3ccccc3)c2C#N)C1,-3,-0.7,-26,1,-7,7,26,-10,1,-20,/
NS(=O)(=O)c1ccc(NC(=S)NCC2CCCO2)cc1 (centres undefined),-8,-1.4,-26,0,17,-7,26,-8,-5,6,106
CCCOC(=O)c1ccc(NC(=O)COC)cc1,1,1.1,20,-2,37,-13,-20,5,-3,-4,93
COc1cccc(OC)c1C(=O)Nc1ccccc1N1CCCCC1,0,-0.2,-53,1,/,-14,53,7,-11,-15,102
COC(=O)c1ccccc1OCC(=O)N1CCN(c2ccc(Cl)cc2)CC1,3,-0.4,-8,1,/,-10,8,-10,-5,-4,/
O=C(NC1(C(F)(F)F)NC(=O)N(C2CCCCC2)C1=O)C1CC1 (centres undefined),-2,0.8,8,-3,1,-3,-8,22,0,8,112
Cc1cnc(CN(C)Cc2c(C(=O)N3CCc4ccccc4C3)nc3ccc(Cl)cn23)[nH]1,2,-0.4,18,1,-17,12,-18,8,-9,1,98
CC(C)CNC(=O)COC(=O)c1n[nH]c2ccccc12,7,-0.9,51,-3,-2,-3,-51,-7,-11,5,94
Cc1c(Cl)cnc(NC(=O)COC(=O)c2ccc([N+](=O)[O-])s2)c1Cl,-8,0.1,-12,18,3,-6,12,4,-11,6,98
CCCC1=Nc2cc(C(=O)NCCN3CCOCC3)ccc2Sc2ccc(C)cc21,4,1.1,4,10,3,-2,-4,-11,-13,-2,103
CCCCNS(=O)(=O)c1ccc2nc(SCC(=O)Nc3cc(C)cc(C)c3)[nH]c2c1,0,-0.5,-23,0,1,-22,23,5,-5,5,100
CCOc1ccc(-c2cc3nc(C4CCN(C(=O)OC(C)(C)C)CC4)c(C(=O)O)cn3n2)cc1,-18,-1.3,25,-1,-6,4,-25,6,-8,-11,102
O=C1NC(c2ccc(-c3ccccc3[N+](=O)[O-])o2)C(C(=O)c2ccc(Cl)cc2)C(O)(C(F)(F)F)N1 (centres undefined),-7,0.4,38,6,-8,5,-38,53,-6,2,101
COc1cc(SC)ccc1C(=O)Nc1ccc(OCC(=O)N2CCOCC2)cc1,/,-1.4,/,-5,83*,2,/,14,-3,4,118
CN1CCN(c2ccc(S(=O)(=O)N3CCCCC3)cc2NC(=O)Cc2ccc(Cl)cc2)CC1,138,1.7,13,1,19,-2,-13,-16,-3,-7,133
Cc1ccsc1/C=N/NC(=O)c1nnn(-c2nonc2N)c1-c1ccc2c(c1)OCO2,16,0.1,-52,-2,12,-4,52,16,-3,-5,104
Cc1cccnc1Nc1nc(-c2ccc(O)cc2O)cs1,-17,1.4,-71,5,50,1,71*,2,-13,7,/
Cc1ccc(C(=O)c2sc3nsc(C)c3c2N)cc1,-3,0.2,-39,-1,47,-11,39,23,-5,-4,103
Cc1cc(=O)oc2cc(OCC(=O)NC3CCCCC3)ccc12,-19,0.8,9,/,3,-2,-9,-3,-6,-2,98
O=C(CSc1ccc(Cl)cc1)NC(=O)NCc1ccco1,-22,0.6,11,8,-5,-7,-11,9,-12,1,94
O=C(CSc1ccccn1)Nc1ccc2c(c1)OCCO2,3,-0.1,-7,0,50,-9,7,0,4,-16,113
O=C(O)/C=C/c1cnc[nH]1,-28,-4.0,12,/,5,1,-5,-3,3,-10,/
COc1cccc(NC(=S)NC(=O)Cc2ccccc2)c1,8,1.5,15,-3,/,-10,-15,-16,-8,-7,/
COc1ccc(-c2nc(C#N)c(N3CCN(C(=O)c4ccco4)CC3)o2)cc1OC,3,-2.1,-1,-8,2,3,1,14,-8,-6,/
O=S(=O)(CCSc1ccc(C(F)(F)F)cn1)c1ccccc1,-6,4.1,19,-3,/,-16,-19,28,-2,-4,/
COc1ccccc1N(C(=O)CNC(=O)c1ccco1)C(C(=O)NC1CCCC1)c1ccco1 (centres undefined),-6,0.0,/,7,4,9,/,-2,-5,-10,/
Cc1ccc(S(=O)(=O)O/N=C2/CCCc3occc32)cc1,-1,-0.2,12,3,-7,2,-12,7,7,1,107
CN(C)S(=O)(=O)c1cccc(C(=O)Nc2ccc(S(=O)(=O)N3CCCC3)cc2)c1,247,1.4,12,-1,1,-6,-12,2,-4,8,101
CCOc1ccc(NC(=O)/C(C#N)=C/c2cn(CC(=O)O)c3ccccc23)cc1,75,-0.9,-28,4,/,6,28,4,-10,1,118
Nn1c(Nc2ccccc2)nc2sc3c(c2c1=O)CCC3,/,0.1,-4,3,33,1,4,21,8,-13,108

# Next section
mol,SUMO Mot1 rescue,CDK5 inh,SR-BI DiI-HDL act,NSD2 inh,MITF act,PKA-R2B activ,SR-BI DiI inh,Arrestin-AP2 inh,dFosB activator,PKA-R1A activ,DSG3 Ab inh
CCn1ncc(Br)c1C(=O)Nc1cc(C(=O)OC)ccc1C(=O)OC,/,-1.4,-65,1,19,-10,65,9,9,-11,109
COC(=O)c1sc2nc(SCC(=O)N(C)c3ccccc3)n(N)c(=O)c2c1C,-7,-0.3,-5,-1,18,-11,5,-6,-1,-2,86
CSc1ccccc1NC(=O)c1cnccn1,-10,1.0,-3,8,-3,-13,3,36,2,2,102
Cc1ccc(C(=O)NCCSc2c(C)[nH]c3ccccc23)cc1[N+](=O)[O-],2,-1.4,-41,/,/,-5,41,4,-2,3,107
Cc1cc(NC(=O)CSCC(=O)Nc2cccc(S(=O)(=O)N3CCCCCC3)c2)no1,-8,0.9,-9,2,-3,0,9,1,-3,2,101
O=C(CSc1nnc(-c2ccncc2)n1Cc1ccco1)Nc1nccs1,-13,-0.5,/,-6,-14,-13,/,-1,-4,14,100
Cc1ccccc1OCC(=O)N/N=C/c1sc(=O)n(Cc2cccc(C(=O)O)c2)c1Cl,-17,1.2,-5,/,-7,-10,5,-4,-5,16,95
CN(C)c1ccc(-c2c(-c3ccc4c(c3)OCO4)noc2-c2ccsc2)cn1,-8,-0.5,-42,/,36,-11,42,25,1,5,102
